# Screens as filed in PubChem BioAssay.
# HT1080 IDH1KD tx = HT-1080 IDH1 knockdown cell toxicity (counter line); HT-1080 IDH1 knockdown viability, ATP luminescence, 48 h; AID 686971; Potency, µM (titrated, usually from 46.1 µM), without a hit: at the top dose activity, negative = toxicity, most hits filed as cytotoxic; actives 2% (n = 360,000);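 further: potency means the concentration at half of the fitted maximal effect; 0% = DMSO wells and -100% = cell-free medium wells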
#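 Assay cells: HT-1080 with IDH1 knockdown, 750 per well, RPMI/5% FBS. Exposure: 48 h at 37 °C following 2 h pre-incubation. Read: CellTiter-Glo luminescence; fitted concentration-response, curve class assigned.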
# S2 tox = reduces viability in counter-screen for ATXN expression inhibitors; S2 cells (HEK-293 line with an ATXN2-luciferase reporter) viability, CellTiter-Fluor protease fluorescence, 24 h; Potency, µM (highest dose often 56.7 µM), actives largely listed as cytotoxic; actives 0.49% (n = 400,000); further: potency means the concentration at half of the fitted maximal effect; nearly all actives have a fitted effect of over 40% in size
# IL1B secr inh = inhibitors of inflammasome signaling (IL-1 beta secretion); THP-1 LPS/ATP IL-1B secretion, AlphaLISA, 16 h; active compounds read low; activity change, % at 57.5 µM; actives 4.7% (n = 360,000); AID 743279; in the data active means activity change below about -50%; inconclusive means mostly about -30% to -49%; further: on the % scale 0 is the no-effect control and ±100 the full control effect
#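 THP-1 cells pretreated 1 hr with compounds (up to 57.5 uM final), then stimulated with LPS (250 ng/mL final) plus ATP (1.25 mM final); secreted IL-1B measured by AlphaLISA after 16 hr, decreased signal indicating inhibition.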
# SW480 rerep = DNA re-replication induction in SW480 cells; Potency, µM (doses to about 46.1 µM), for the others: top-dose re-replication activation, hits mostly activators; SW480 DNA re-replication, Hoechst DNA content imaging, 48 h; AID 624297; actives 1.8% (n = 340,000); further: potency means the concentration at half of the fitted maximal effect; % of control where 0% means no effect; nearly all actives have a fitted effect of over 55% in size
#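 Image-based read-out: total Hoechst fluorescence of nuclei (405 nm excitation, 500-530 nm emission), with hits raising the fraction of high-intensity nuclei. SW480 colon cells incubated 48 hr with compounds at 37 C.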
# HepG2 viability = kills HepG2 cells in TGF-b inhibitor counter-screen; HepG2 CAGA-GFP viability, ATP luminescence, 18 h; Potency, µM (top dose mostly 46.1 µM), for the others: top-dose activity change, negative = cytotoxicity, most hits filed as cytotoxic; actives 0.76% (n = 410,000); further: potency means the concentration at half of the fitted maximal effect; some results filed as inactive show a strong effect at the top dose
#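 HepG2 CAGA-GFP cells (1000/well, DMEM with 1% FBS) received compound, then TGF-beta at 500 pg/mL final, and were incubated 18 hours at 37 degrees C. Viability was read by CellTiter-Glo luminescence. Media-only wells were set as complete cell-killing and DMSO as no toxicity.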
# MCF10A rereplic = inducers of DNA re-replication in MCF 10A breast cells; MCF 10A DNA re-replication, Hoechst nuclear intensity, 48 h; Potency, µM (top dose mostly 46.1 µM), for the others: top-dose activity, positive = re-replication, usual class: activators; actives 2.9% (n = 350,000); AID 624296; further: potency means the concentration at half of the fitted maximal effect; % of control where 0% means no effect; nearly all actives have a fitted effect of over 50% in size
# HT1080-NT tox = kills 2HG-producing HT-1080-NT fibrosarcoma cells. HT-1080-NT fibrosarcoma viability, CellTiter-Glo ATP luminescence, 48 h. Potency, µM (highest dose often 46.1 µM), inactives show top-dose activity, negative = less viability, usual class: cytotoxic. actives 1.6% (n = 360,000);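 further: NT is the 2HG producing partner of a matched IDH1 knockdown line; potency means the concentration at half of the fitted maximal effect; 0% = DMSO-treated cells and -100% = media-only wells without cells; nearly all actives have a fitted effect of over 55% in size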
#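 Viability of the 2HG-overproducing fibrosarcoma line after 48 hours of compound exposure at 37 degrees C was determined by luminescence with CellTiter-Glo, and concentration-effect curves were then fitted and categorized.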
# KB-3-1 tox = KB-3-1 parental cell cytotoxicity; KB-3-1 viability, CellTiter-Glo ATP luminescence, 72 h; Potency, µM (doses to about 46.1 µM), without a hit: at the top dose activity change, negative = cytotoxic, hits mostly cytotoxic; actives 1.4% (n = 400,000); AID 1347075; further: potency means the concentration at half of the fitted maximal effect; on the % scale 0 is the no-effect control and ±100 the full control effect; nearly all actives have a fitted effect of over 60% in size
#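 Parental KB-3-1 adenocarcinoma cells in phenol-red-free DMEM with 10% FBS were pin-treated with compounds at several concentrations, incubated 72 h at 37 °C, and viability read by CellTiter-Glo luminescence; concentration-effect curves were fitted after normalization.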
# ATXN2 expr inh = ATXN2 expression inhibition. AID 1745845. actives 0.72% (n = 360,000). Potency, µM (top dose mostly 57 µM), for inactives: at the top dose activity change, negative = inhibition, actives largely listed as inhibitors. HEK-293 ATXN2-luciferase reporter, luminescence, 24 h; further: potency means the concentration at half of the fitted maximal effect; on the % scale 0 is the no-effect control and ±100 the full control effect; nearly all actives have a fitted effect of over 55% in size
#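 ATXN2-luciferase reporter cells (luciferase flanked by upstream and downstream ATXN2 gene portions) were treated 24 h at 37 °C with compounds at up to 57 uM. SteadyGlo luminescence gave expression; GF-AFC fluorescence gave viability.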
# The depositor's hits bear a star; i = inactive; u = inconclusive; x = not tested or not shown; & = joins results of further samples; [ ] = dose if it differs, or a comment. Unless noted, the call rests on the fitted dose curve; in most records, active means well fitted curve in the direction sought with a large enough effect; inconclusive means small, poorly fitted or top-dose-only effect, or another doubt; inactive means no such curve, though single readings can be large; an effect the other way counts as inactive or inconclusive.
# Order of results – HT1080 IDH1KD tx	S2 tox	IL1B secr inh	SW480 rerep	HepG2 viability	MCF10A rereplic	HT1080-NT tox	KB-3-1 tox	ATXN2 expr inh
1	C=C(C)c1cccc(C(C)(C)NC(=O)NCc2ccncc2)c1
  19%	i	20	-56%[inhibitor]	3%	-9%	10%	5%	-1%
2	CCNC(=O)CC1SC(=Nc2cccc3ccccc23)N(C)C1=O (configuration not stated)
  -12%	i	15	3%	-16%	-4%	-13%	0%	2%
3	O=C(C1=C(O)C(=O)N(Cc2ccco2)C1c1cccc(O)c1)c1ccco1 (configuration not stated)
  8%	i	15	-11%	17%	2%	8%	4%	-6%
4	COC(=O)[C@H](CCSC)NC(=O)Nc1ccc(C)c(C)c1
  -26%	i	-12	-9%	-17%	-3%	4%[9.24 µM]	11%	3%
5	COc1ccc(S(=O)(=O)Nc2nccs2)cc1OC
  -14%	i	-1	13%	0%	1%	5%	6%	2%
6	COc1ccc(Nc2ccc3cc(S(=O)(=O)N4CCCC4)ccc3n2)cc1OC
  x	u	x	x	-28%	x	x	-1%	-20%
7	COc1ccc(CCN2CC(C(=O)N(C)CCOc3ccccc3)CCC2=O)cc1 (configuration not stated)
  5%	i	-4	-6%	1%	0%	17%	17%	6%
8	CCC(SC1=N/C(=C/c2ccccc2OC)C(=O)N1c1ccccc1)C(=O)Nc1cc(C)on1 (configuration not stated)
  5%	i	-3	u	15%	1%	4%	-7%	4%
9	CC1(C)C(O)=C(c2nc3ccccc3[nH]2)C(=N)N1c1ccccc1
  u	i	-20	9.2µM*	-6%	u	u	u	0%
10	CCCOc1ccc(/C=C/c2[nH]c(=O)[nH]c(=O)c2[N+](=O)[O-])cc1OCC
  -1%	i	-5	u	-12%	u	7%	0%	2%
11	CC(=O)c1c(C(C)=O)c(C)n(-c2ccc(C)c(NC(=O)c3ccccc3Cl)c2)c1C
  -22%	i	-3	8%	-17%	-6%	0%	-1%	-2%
12	COc1ccc(S(=O)(=O)Nc2ccc3c(c2)OCO3)cc1C(=O)O
  4%[9.24 µM]	i	36	-5%	5%	5%	2%	2%	2%
13	NC(=S)NNC(=O)c1cc(C(F)(F)F)cc(C(F)(F)F)c1
  20%	i	x	26%	2%	-2%	18%	4%	-11%
14	CCN(CC(=O)NC1CCS(=O)(=O)C1)C(=O)/C=C/c1cccs1 (configuration not stated)
  -1%	i	0	-28%	0%	-6%	-1%	-2%	x
15	CC(C)Sc1ncc(Cl)c(C(=O)Nc2ccc(S(=O)(=O)N(C)c3ccccc3)cc2)n1
  x	i	x	x	-35%	x	x	2%	1%
16	Cc1c(C(N)=O)sc2ncn(CC(=O)NCCc3ccccc3)c(=O)c12
  -1%	i	21	-1%	-20%	0%	4%	27%	-19%
17	Cc1c(C(=O)NCc2ccco2)oc2c(F)cccc12
  0%	i	2	-11%	-33%	9%	-2%	-7%	x
18	O=C(Cc1ccc(Cl)cc1)N/N=C/c1cccc(O)c1
  -1%	u	-9	-5%	-23%	-4%	-1%	15%	x
19	C1=C2C[N+]3(CCCC3)CC2Cc2ccc3ccccc3c21 (configuration not stated)
  0%	i	22	0%[9.22 µM]	-23%	u	6%	u	-3%
20	CC(NC(=O)CCCC1CCCCC1)c1ccc(S(N)(=O)=O)cc1 (configuration not stated)
  0%	i	4	1%	-11%	2%	9%	5%	19%
21	Cc1ccccc1OCC(=O)NCC(=O)OCC(=O)c1ccc2ccccc2c1
  -1%	i	5	-14%	-9%&-9%	834%[0.0737 µM]	-9%	0%&-1%	3%
22	CCOC(=O)C1=C(C)NC(C)=C(C(=O)OCC)C1c1ccc([N+](=O)[O-])s1
  u	i	4	1%	-49%&-34%	u	u	u	u
23	CN(C)CC(=O)Nc1nc(-c2ccccc2)cs1
  16%	i	-16	-8%	4%	-10%	23%	-8%	33%
24	COc1cccc(CNC(=O)N[C@@H](CC(C)C)C(=O)O)c1
  22%	i	8	2%	-4%	0%	19%	7%	-1%
25	O=C(NCCCN1CCCC1=O)c1ccc(Cl)c(S(=O)(=O)N2CCCCC2)c1
  -3%	i	5	u	-67%	-8%	-4%[9.24 µM]	-14%	-18%
26	O=C(/C=C/c1cccc([N+](=O)[O-])c1)NCc1cccnc1
  -2%	i	47	-3%[9.22 µM]	2%	u	-7%	-4%	6%
27	Cc1ccccc1C(=O)NC(=S)Nc1cccc(NC(=O)C(C)C)c1
  12%	i	-3	-7%	3%	-20%	-2%	-8%	-12%
28	Cc1[nH]c2ccccc2c1/C=N/NC(=O)CNC(=O)c1cccs1
  -4%	i	18	-12%	-10%	1%	-4%	-3%	-1%
29	CN(C)S(=O)(=O)c1ccc(NC(=S)NC(=O)C2CCC2)cc1
  -3%	i	3	-8%	-6%	14%	-4%	8%	0%
30	CCOC(=O)[C@]12CCC=C1N(Cc1cccc3ccccc13)C(=O)[C@H](CC(=O)NCCCCc1ccccc1)C2
  -19%	u	-70*	x	x	x	-18%	u	-29%
31	COc1ccc(N(C(=O)c2ccc(C(C)(C)C)cc2)S(=O)(=O)c2ccc(Cl)cc2)cc1
  x	u	x	x	-19%	x	x	u	u
32	Cc1ccc(SC(C)C(=O)N2CCN(c3ccccc3)CC2)cc1 (configuration not stated)
  7%	i	2	u	13%	8%	5%	2%	-6%
33	CCOC(=O)N1CCN(S(=O)(=O)c2ccc3[nH]c(=O)sc3c2)CC1
  1%	i	49	3%	6%	0%	0%	2%	-1%
34	COC(=O)CNC(=O)COC(=O)/C=C/c1cccs1
  13%	i	u	3%	0%	-1%	11%	15%	-7%
35	CCOC(=O)c1sc2nc(C(C)C)c3c(c2c1N)CC(C)(C)OC3
  8%	i	-1	u	-4%	u	18%	6%	-4%
36	COc1cc(OC)cc(N2C(=O)CSCC2=O)c1
  9%	x	1	-5%	-16%	0%	1%	3%	x
37	Cc1ccc(C)c(OCCC(=O)OCC(=O)NCCNC(=O)COC(=O)CCOc2cc(C)ccc2C)c1
  -6%	i	13	-2%	-15%	-5%	-5%	6%	-14%
38	COc1ccc(-c2cccc(NS(=O)(=O)c3cccc([N+](=O)[O-])c3)c2)nn1
  -5%	i	10	u	-2%	-17%	-7%	0%	-8%
39	CC1(C)Cc2c(cnn2-c2ccccc2)C(=O)/C1=N\NC(=O)c1ccncc1
  -7%	i	15	-7%	-14%	7%	-9%	0%	-8%
40	CCCCCOc1ccc(NC(=O)C(=O)NCC2CCCN2CC)cc1 (configuration not stated)
  0%	i	-7	6%	3%	15µM*	-13%	-11%	-8%

# Reprinted at random: four compounds from above
# Order of results – HT1080 IDH1KD tx	S2 tox	IL1B secr inh	SW480 rerep	HepG2 viability	MCF10A rereplic	HT1080-NT tox	KB-3-1 tox	ATXN2 expr inh
26	O=C(/C=C/c1cccc([N+](=O)[O-])c1)NCc1cccnc1
  -2%	i	47	-3%[9.22 µM]	2%	u	-7%	-4%	6%
31	COc1ccc(N(C(=O)c2ccc(C(C)(C)C)cc2)S(=O)(=O)c2ccc(Cl)cc2)cc1
  x	u	x	x	-19%	x	x	u	u
32	Cc1ccc(SC(C)C(=O)N2CCN(c3ccccc3)CC2)cc1 (configuration not stated)
  7%	i	2	u	13%	8%	5%	2%	-6%
33	CCOC(=O)N1CCN(S(=O)(=O)c2ccc3[nH]c(=O)sc3c2)CC1
  1%	i	49	3%	6%	0%	0%	2%	-1%

# Next structures
# Order of results – HT1080 IDH1KD tx	S2 tox	IL1B secr inh	SW480 rerep	HepG2 viability	MCF10A rereplic	HT1080-NT tox	KB-3-1 tox	ATXN2 expr inh
41	CNC(=O)C(=O)Nc1ccc2c(c1)N(S(=O)(=O)c1cccs1)CCC2
  7%	i	0	-2%	-15%	1%	-1%	11%	14%
42	C[C@H](NC(=O)C1CCN(S(=O)(=O)c2ccccc2)CC1)C(=O)NCc1ccccn1
  -1%	i	-1	0%	11%	1%	0%	3%	-8%
43	Cc1cc(=O)c2c(o1)CC(C)(C)CC2=O
  0%	i	11	1%	-2%	-3%	5%	0%	-4%
44	CCn1nc(C)c(CCN(C)C(=O)Nc2ccc(C)c(Cl)c2)c1C
  x	i	x	x	-25%	x	x	3%	11%
45	O=C1CCCN1c1ccc(S(=O)(=O)N2CCCCC2)cc1[N+](=O)[O-]
  -1%	i	0	u	6.3µM*	1%	2%	-3%	3%
46	C/C(Cc1ccccc1)=N\NC(=O)CNC(=O)c1ccc(Br)cc1
  -1%	i	12	-8%	2%	7%	4%	9%	6%
47	CC(=O)Nc1ccc(S(=O)(=O)NCC2CCC(C(=O)NCCCN(C)Cc3ccccc3)CC2)cc1 (configuration not stated)
  3%	i	44	-10%	1%	u	3%	-2%	4%
48	CCn1ncc(C2=NOC(C(=O)Nc3cccc(O)c3)C2)c1C (configuration not stated)
  11%	i	0	-48%[inhibitor]	-7%	0%	2%	1%	x
49	Cc1cc(C)c(OCC(=O)N2CCN(c3ncc(C(F)(F)F)cc3Cl)CC2)c(C)c1
  21%	i	18	-2%	2%	23%	5%	-1%	2%
50	CCOC(=O)C(C)n1cnc2c(nnn2-c2cccc(OC)c2)c1=O (configuration not stated)
  6%	i	22	-20%	-30%	-1%	11%	4%	23%
51	CC(C)n1cnc2c(Nc3cccc(Cl)c3)nc(N(CCO)CCCO)nc21
  15µM*	u	-97*	u	-52%	u	u	u	u

# Compounds from the list above that have a COOH group:
# Order of results – HT1080 IDH1KD tx	S2 tox	IL1B secr inh	SW480 rerep	HepG2 viability	MCF10A rereplic	HT1080-NT tox	KB-3-1 tox	ATXN2 expr inh
12	COc1ccc(S(=O)(=O)Nc2ccc3c(c2)OCO3)cc1C(=O)O
  4%[9.24 µM]	i	36	-5%	5%	5%	2%	2%	2%
24	COc1cccc(CNC(=O)N[C@@H](CC(C)C)C(=O)O)c1
  22%	i	8	2%	-4%	0%	19%	7%	-1%
